Tb PGK inh: inhibitors of T. brucei phosphoglycerate kinase; PGK/GAPDH coupled, Kinase-Glo luminescence, 60 min; Potency, µM (highest dose often 57.5 µM), for the others: top-dose activity change, negative = inhibition, hits mostly inhibitors; 380,000 compounds, 0.043% hits; AID 602233; further: potency means the concentration at half of the fitted maximal effect; on the % scale 0 is the no-effect control and ±100 the full control effect; nearly all actives have a fitted effect of over 60% in size
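Luminescent ATP detection (Kinase-Glo Plus) follows a 60-minute room-temperature incubation, with wells lacking PGK as controls. Buffer: 100 mM TEA (pH 7.6), 5 mM MgCl2, 0.01% Tween-20. Coupling enzyme GAPDH (100 nM final) supplies unstable 1,3-BPG in-well.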
TrxR1 substrate: is turned over as a substrate by rat TrxR1. purified TrxR1 substrate turnover, NADPH consumption readout. O89049. 390,000 compounds, 0.01% hits. Potency, µM (series often up to 114 µM), inactives show top-dose activity change, negative = substrate turnover; further: potency means the concentration at half of the fitted maximal effect; on the % scale 0 is the no-effect control and ±100 the full control effect; nearly all actives have a fitted effect of over 50% in size
Target sequence (O89049 whole entry, looked up): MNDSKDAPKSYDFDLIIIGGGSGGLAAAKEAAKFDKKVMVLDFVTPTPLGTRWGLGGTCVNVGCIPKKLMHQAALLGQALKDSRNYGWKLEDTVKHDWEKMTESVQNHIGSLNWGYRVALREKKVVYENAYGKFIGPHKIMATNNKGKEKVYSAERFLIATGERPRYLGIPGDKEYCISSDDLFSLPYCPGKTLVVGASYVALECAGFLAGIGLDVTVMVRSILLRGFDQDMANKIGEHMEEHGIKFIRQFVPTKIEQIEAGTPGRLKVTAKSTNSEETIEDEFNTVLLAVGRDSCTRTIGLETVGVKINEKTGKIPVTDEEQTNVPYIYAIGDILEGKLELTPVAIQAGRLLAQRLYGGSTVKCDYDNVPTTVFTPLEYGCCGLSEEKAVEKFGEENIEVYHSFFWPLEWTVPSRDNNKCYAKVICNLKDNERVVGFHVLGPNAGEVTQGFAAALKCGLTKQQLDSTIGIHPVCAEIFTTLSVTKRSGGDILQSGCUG
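Rat TrxR1, dispensed at 90 nM, was prereduced with 400 uM NADPH (final) for 5 min at ~22 deg C, then incubated with compound 15 min before 400 uM selenite. A first-read NADPH fluorescence drop versus no-compound background flagged substrates.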
mIDH1 inhibitor: human IDH1 R132H inhibition; AID 602179; Potency, µM (series often up to 76.6 µM), without a hit: at the top dose activity change, negative = inhibition, hits mostly inhibitors; O75874; 390,000 compounds, 0.093% hits; IDH1-R132H enzyme, NADPH consumption, diaphorase/resazurin fluorescence; further: potency means the concentration at half of the fitted maximal effect; on the % scale 0 is the no-effect control and ±100 the full control effect; nearly all actives have a fitted effect of over 65% in size
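IDH1-R132H (0.5 ug/mL) preincubated 30 min with compound, then NADPH (0.016 mM) and alpha-KG (2 mM) added; 80 min at RT, pH 7.5. Remaining NADPH coupled via diaphorase/resazurin to fluorescence (540/590 nm); concentration-response curves normalized to no-enzyme control.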
GLS inh: blocks human kidney-isoform glutaminase activity; GLS enzymatic activity, qHTS titration; Potency, µM (series often up to 45.5 µM), inactives show top-dose activity change, negative = inhibition, most hits filed as inhibitors; 410,000 compounds, 0.21% hits; O94925; AID 624170; further: potency means the concentration at half of the fitted maximal effect; on the % scale 0 is the no-effect control and ±100 the full control effect
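hKGA in 45 mM KH2PO4 pH 8.2, 0.02% Tween-20 with pin-transferred compounds; 1 mM L-glutamine (stock) plus glutamate oxidase/HRP/Amplex Red coupling added. Fluorescence read initially and after 30 min at RT.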
rTrxR1 inhibitor: inhibitors of rat thioredoxin reductase 1; recombinant rTrxR1, NADPH fluorescence consumption, selenite substrate; Potency, µM (highest dose often 114 µM), without a hit: top-dose activity change, negative = inhibition, most hits filed as inhibitors; 390,000 compounds, 1% hits; AID 588453; further: potency means the concentration at half of the fitted maximal effect; on the % scale 0 is the no-effect control and ±100 the full control effect; nearly all actives have a fitted effect of over 65% in size
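Rat TrxR1 (90 nM in the dispensed reagent) was pre-reduced with 400 uM NADPH for 5 min at room temperature, then incubated with compound for 15 min. After 400 uM selenite was added, NADPH fluorescence (Ex 340/Em 450 nm) was followed for 8 min.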
PI4K2A inh: inhibitors of human PI4K2A | 420,000 compounds, 0.13% hits | activity change, negative = inhibition, % at 76.9 µM | purified PI4K2A, ADP-Glo luminescence, 1 h; hits give low values | Q9BTU6 | AID 1346378; in the data active means activity change below about -50%; inconclusive means mostly about -30% to -49%;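 further: -100% = wells without enzyme as full effect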
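ADP-Glo luminescence measured ADP generated by PI4K2A enzyme (4 ug/mL before mixing) with 1.2 mM PI substrate (pre-mix) and 300 microM ATP (pre-mix). Tris pH7.5 buffer with MgCl2, Triton X-100; 1 h reaction at ambient temperature.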
USP1-UAF1 inh: USP1/UAF1 (human) deubiquitinase inhibition; O94782; recombinant USP1/UAF1, Ub-Rhodamine cleavage fluorescence; Potency, µM (series often up to 57.1 µM), inactives show at the highest dose activity change, negative = inhibition, most hits filed as inhibitors; 390,000 compounds, 0.23% hits; further: potency means the concentration at half of the fitted maximal effect; on the % scale 0 is the no-effect control and ±100 the full control effect; nearly all actives have a fitted effect of over 60% in size; inactives centre near -12
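1 nM enzyme complex + cpd, 15 min RT; start with Ub-Rho 150nM final; kinetic fluorescence ex 480/em 540, 6 reads q60 s. Buffer 50mM HEPES pH 7.8, 0.5mM EDTA, 0.1 mg/ml BSA, 1mM TCEP, 0.01% Tween-20.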
HP1b chromo inh: inhibitors of HP1-beta chromodomain binding to methylated histone tails; P83916; AlphaScreen HP1-beta / biotin-H3K9me3 peptide binding; Potency, µM (highest dose often 114 µM), for the others: at the highest dose activity change, negative = inhibition, hits mostly inhibitors; 390,000 compounds, 0.56% hits; AID 540317; further: potency means the concentration at half of the fitted maximal effect; nearly all actives have a fitted effect of over 70% in size; inactives centre near 23
Target sequence (P83916 whole entry, looked up): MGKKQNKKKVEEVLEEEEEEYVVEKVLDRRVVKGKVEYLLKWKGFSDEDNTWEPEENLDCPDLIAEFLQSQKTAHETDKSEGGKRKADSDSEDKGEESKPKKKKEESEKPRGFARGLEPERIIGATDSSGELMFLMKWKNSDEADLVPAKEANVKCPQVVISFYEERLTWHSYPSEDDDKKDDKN
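Compound inhibition of the preformed complex between 50 nM HP1-beta and 50 nM biotinylated H3K9me3 peptide was read by AlphaScreen. Buffer was PBS pH 7.4 with 0.01% Tween-20. Incubations ran 30 min at room temperature, with 10 ug/mL donor/acceptor beads.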
Pin1 inh: inhibitors of human Pin1; Pin1 FP peptide displacement, HiFluor488, 10 min; Potency, µM (titrated, usually from 115 µM), for the others: at the highest dose activity, negative = inhibition, actives largely listed as inhibitors; Q13526; 390,000 compounds, 0.009% hits; AID 504891; active means well fitted inhibition curve with a large enough effect in the polarisation, with a control signal flat, not every such curve was filed as active; inconclusive means small, poorly fitted or top-dose-only effect, or effect the other way, or a change in a side signal; inactive means no such curve, though single readings can be large or run the other way; the % refers to the polarisation; further: potency means the concentration at half of the fitted maximal effect; on the % scale 0 is the no-effect control and ±100 the full control effect
Target sequence (Q13526 whole entry, looked up): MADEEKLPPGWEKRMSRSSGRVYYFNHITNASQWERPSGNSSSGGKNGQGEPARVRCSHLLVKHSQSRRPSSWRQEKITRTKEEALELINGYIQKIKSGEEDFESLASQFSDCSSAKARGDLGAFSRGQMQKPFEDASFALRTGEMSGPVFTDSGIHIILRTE
Starred values were filed as active, the others as inactive; i = inactive; ? = inconclusive; / = not tested or not shown; & = joins results of further samples; [ ] = another dose, or the depositor's remark. Unless noted, the call rests on the fitted dose curve; in most records, active means well fitted curve in the direction sought with a large enough effect; inconclusive means small, poorly fitted or top-dose-only effect, or another doubt; inactive means no such curve, though single readings can be large; an effect the other way counts as inactive or inconclusive.

Values run as follows: Tb PGK inh, TrxR1 substrate, mIDH1 inhibitor, GLS inh, rTrxR1 inhibitor, PI4K2A inh, USP1-UAF1 inh, HP1b chromo inh, Pin1 inh
CCOC(=O)NC(=S)Nc1ccc(OC)cc1
→ i, -2%, 2%, -2%, 0%, 1, -24%, 58%[activator], -4%
Cc1ccc(C(=O)NC2CCS(=O)(=O)C2)cc1S(=O)(=O)N1CCCC1 (centres undefined)
→ -5%, -8%, -2%, -2%, 4%, -2, -5%, 27%, -8%
C[C@]12CCC(=O)C=C1CC[C@@H]1[C@@H]2[C@@H](O)C[C@]2(C=O)[C@@H](C(=O)CO)CC[C@@H]12
→ 3%, -1%, -10%, 0%, 19%, -3, 9%, 19%, 1%
CC(=O)Oc1ccc(C2=Cc3ccc(OC(C)=O)cc3OC2C)cc1 (centres undefined)
→ -8%, 1%[2.29 µM], 0%, -3%, 6%[2.29 µM], 2, -12%, 30%[57 µM], -4%
O=S(=O)(c1cccs1)N1CCC(CO)(Cc2cccc(F)c2)CC1
→ 0%, 11%[57.1 µM], 15%, 1%, 23%[57.1 µM], 20, -16%, 31%, 5%
Nc1nonc1-n1nnc(C(=O)N/N=C/c2ccc(OCc3ccccc3)cc2)c1COc1ccc(F)cc1
→ i, 15%, 0%, -11%, 4%, 3, -7%, 33%, -4%
O=c1c(Cc2c(F)cccc2Cl)c(O)ccn1C1CCCCCC1
→ 1%, -4%, -8%, -2%, 23%, 0, -21%, 46%[activator], ?
CCn1c(N)c(C(=O)N2CCOCC2)sc1=S
→ -4%, -18%, 3%, -7%, -23%, -12, -3%, ?, -3%
CCN(CC)C(=O)[C@H]1C[C@H](CC(=O)NCc2ccco2)C(=O)N2CCc3c([nH]c4cc(-c5ccco5)ccc34)[C@]12C
→ -2%, 28%, 0%, 5%, -6%, 1, ?, ?, 13%
Cc1ccc(S(=O)(=O)Nc2ccccc2C(O)c2ccccc2)cc1 (centres undefined)
→ -1%, -8%, 10%, -14%, 16%[57.1 µM], 2, ?, 22%, -1%
Cc1ccc2[nH]c(=O)c(CN(Cc3cccnc3)C(=O)c3ccncc3)cc2c1
→ -1%, 7%[57.1 µM], 11%, -1%, -9%[57.1 µM], 2, -15%, 11%, -8%
Cc1nc2ccccc2c2oc(C(=O)NCC3CCCO3)cc12 (centres undefined)
→ -4%, 14%[57.1 µM], 1%, 0%, 17%[57.1 µM], 6, -9%, 11%, 0%
CN(C(=O)Cc1c[nH]c2ccccc12)C(C(=O)Nc1ccc2c(c1)OCO2)c1ccccc1 (centres undefined)
→ 0%, 4%[57.1 µM], -8%, 0%, 7%[57.1 µM], 6, -9%, ?, -1%
CCN(CC(=O)Nc1ccc(NC(C)=O)cc1)C(=O)c1ccc(Sc2nncn2C)c([N+](=O)[O-])c1
→ -3%, /, 5%, -9%, /, 4, -14%, /, /
Cc1ccc(-c2cn3cc([N+](=O)[O-])ccc3n2)cc1
→ 6%, 8%[57.1 µM], 28%, 6%, 14%[57.1 µM], 0, -5%, 3%, 5%
Cc1ncc(CO)c(/C=N/Nc2ccc(C(F)(F)F)cn2)c1O
→ -1%, -6%, 4%, -2%, -2%, -7, -21%, -24%[57 µM], -2%
CCOC(=O)c1c(NC(=O)CN2C(=O)NC(C)(c3ccc(OC(F)F)cc3)C2=O)sc(C)c1C (centres undefined)
→ -8%, -17%, -4%, 0%, -1%, 16, -18%, 6%, -7%
COC(=O)Nc1nn(-c2ccc(OC)cc2)c(=O)c(C#N)c1C
→ i, 5%[11.4 µM], 6%, -4%, 23%[11.4 µM], 19, -21%, 51%[activator], -14%
O=c1c2sccc2nc(SCc2cc(=O)n3cc(Cl)ccc3n2)n1-c1ccc(F)cc1
→ -9%, 8%, 2%, 1%, 2%, 2, -22%, 16%, -2%
COc1ccc(-c2noc(-c3ccc(N4CCN(c5ccccc5)CC4)c([N+](=O)[O-])c3)n2)cc1OC
→ 2%, -2%, -5%, -2%, 6%, -1, ?, 41%[activator], 45%[activator]
COc1ccc(/C=N\NC(=O)c2ccccc2Br)cc1COc1ccccc1
→ -3%, 12%, 11%, 1%, 53%[activator], -3, -20%, 31%, 27%
O=C(COC(=O)c1ccc2ncsc2c1)Nc1ccc(OC(F)(F)F)cc1
→ i, 1%, 1%, 12%, 13%, 2, -21%, 18%[57 µM], 8%
COC(=O)c1cccc(NC(=O)Cc2ccsc2)c1
→ -3%, 11%, 8%, 6%, 56%[activator], 0, -14%, 20%, -9%
COc1ccc([C@H]2/C=C\CN(C(=O)C3CCCC3)[C@@H](C)C(=O)N2Cc2ccc(F)cc2)cc1
→ -2%, 6%[57.1 µM], -6%, 4%, 7%[57.1 µM], 2, -26%, 24%, -2%
COc1ccc(S(=O)(=O)N2CCOCC2)cc1NC(=O)c1cc2c(s1)CCCC2
→ -4%, -6%, -5%, 0%, -8%, 28, -12%, 12%, /
CC1CN(S(=O)(=O)c2ccc(C(=O)N(CCCN(C)C)c3nc4cc5c(cc4s3)OCCO5)cc2)CC(C)O1 (centres undefined)
→ -4%, 0%, 0%, 5%, 5%, 8, -17%, 4%, 3%
CCC(=O)Nc1sc2c(c1C(N)=O)CCN(Cc1ccccc1)C2
→ -8%, 8%[57.1 µM], 0%, 11%, 5%[57.1 µM], -19, -28%, 16%, -11%
CN1C(=O)[C@H](Cc2ccc([N+](=O)[O-])cc2)NC1=S
→ 1%, 0%, -22%, 50%[activator], 2%, 3, -8%, 70%[activator], 5%
O=c1c(S(=O)(=O)c2ccc(Cl)cc2)cn(Cc2cccc(F)c2)c2ccc(F)cc12
→ i, -4%, 6%, 7%, 3%, -1, -4%, 25%, 12%
CC(O)c1nc2ccccc2n1CCCOc1ccccc1 (centres undefined)
→ 0%, 0%, 1%, 1%, 5%, -1, -4%, 13%, -2%
COC(=O)c1sc2cccc(F)c2c1S(=O)(=O)Nc1ccc(C)cc1Cl
→ 1%, -4%[57.1 µM], 20%, 10%, -10%[57.1 µM], 2, -14%, 27%, 0%
COc1ccc(N2C(=O)CC(N3CCC(c4nc5ccccc5[nH]4)CC3)C2=O)cc1 (centres undefined)
→ -11%, -4%, -1%, 2%, -26%, 2, -20%, 58%[activator], 1%
Cc1ccc(F)cc1NCC(=O)Nc1ccc(Cl)cc1F
→ i, 0%, 0%, 13%, 4%, -3, -11%, 23%, -3%
CC1C(=O)N(Cc2cn(Cc3ccco3)nn2)CCS(=O)(=O)N1Cc1ccc(-c2ccc(Cl)cc2)cc1 (centres undefined)
→ 8%, /, -19%, -4%, /, 0, -31%, /, /
Cc1ccc(C(=O)Nc2ccc(S(=O)(=O)N3CCN(C)CC3)cc2)o1
→ -1%, 0%, 1%, -6%, 5%, 1, -4%, 5%, -5%
CC(NCC(=O)NC(=O)NC1CCCC1)c1ccc(Cl)cc1Cl (centres undefined)
→ 0%, -18%, -2%, -5%, -11%, 2, -25%, 57%[activator], 1%
CCCCCc1ccc(C(=O)CCC(=O)OCC(=O)N(CC)c2c(N)n(Cc3ccccc3)c(=O)[nH]c2=O)cc1
→ -3%, -4%, 1%, -3%, -10%, -6, ?, 25%, ?
CN(C(=O)c1ccc(NC(=O)Cc2cccc(NC(=O)C3CCCN(S(=O)(=O)c4cccc([N+](=O)[O-])c4)C3)c2)cc1)C1CC1 (centres undefined)
→ -2%, 0%, 0%, 2%, 14%, 4, ?, 13%, 5%
CCOC(=O)COc1ccc(S(=O)(=O)NCc2ccco2)cc1
→ -4%, 12%, 2%, 3%, -3%, 9, -11%, 11%, -8%
CC(NC(=O)OCc1ccccc1)C(=O)NCC(=O)NC(Cc1ccc(OC(C)(C)C)cc1)C(=O)OC(C)(C)C (centres undefined)
→ -1%, -7%, 8%, -2%, 0%, 0, -24%, 19%, -5%
Cc1[nH]cnc1CN1CCc2c(c3ccccc3n2C)C1=O
→ 6%, 7%, -5%, -6%&1%, 7%, -14&-20, 35µM*, 18%, -1%
CCOC(=O)C1CCCCN1Cc1cccc(Oc2ccccc2)c1 (centres undefined)
→ 9%, -3%, -1%, 7%, 10%, -21, 3%, 107%[activator], -1%
CCOC(=O)C1(C(=O)OCC)NC(=O)CC1C (centres undefined)
→ -1%, 6%, 7%, 0%, 11%, 0, 3%, -13%, ?
Cc1ccc(OCCN2C(=O)C(=O)c3cc(C)ccc32)cc1
→ -5%, 0%, 0%, -7%, 21%, 36, -28%, ?, 3%
C[C@@H]1CC=C[C@H]2[C@H]1C(=O)N(Cc1ccccc1)[C@H]2c1ccc(F)c(/C=C/c2ccccc2)c1
→ i, 14%, 0%, -1%, 21%[57.1 µM], -5, -10%, 73%[activator], 4%

Compound activity (PubChem)

The list is partial (hit frequency here may not be typical).
